# 3T3 cytotox: NIH 3T3 cell cytotoxicity; NIH 3T3 viability, CellTiter-Glo ATP luminescence, 48-72 h; Potency, µM (top dose mostly 96.7 µM), for the others: at the highest dose activity change, negative = cytotoxicity, hits mostly inhibitors; 4.3% of 94,000 active; also: potency is read from the fitted curve at half-maximal effect; nearly all actives have a fitted effect of over 55% in size
#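 Luminescent ATP readout (CellTiter-Glo, 10 min RT) after 48 or 72 hr compound exposure of NIH 3T3 cells seeded at 400 cells/well in 1536-well format; quantitative HTS.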
# HEK cytotox: kills HEK 293 cells; HEK 293 viability, ATP luminescence (CellTiter-Glo), 48-72 h; Potency, µM (series often up to 115 µM), for inactives: top-dose activity change, negative = cytotoxicity, actives largely listed as inhibitors; 6.6% of 94,000 active; AID 1345083; also: potency is read from the fitted curve at half-maximal effect; nearly all actives have a fitted effect of over 60% in size
#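 Cytotoxicity was scored by loss of ATP-coupled luminescence (CellTiter-Glo) in HEK 293 cells. Compound treatment ran 48 or 72 hr at 37 degree Celsius, 5% CO2, 95% humidity.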
# SNCA expr inhib: inhibitors of alpha-synuclein (SNCA) gene expression; HEK-293 SNCA-luciferase knock-in, luminescence, 24 h; Potency, µM (titrated, usually from 57.2 µM), without a hit: at the highest dose activity change, negative = inhibition, most hits filed as inhibitors; 0.17% of 140,000 active; AID 1671194;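 also: potency is read from the fitted curve at half-maximal effect; plate controls were DMSO cells for no effect and cell-free wells for full effect; nearly all actives have a fitted effect of over 45% in size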
# SNCA viab count: cell viability loss counter-screen; HEK-293-SNCA-luc viability, GF-AFC fluorescence, 24 h; Potency, µM (doses to about 57.1 µM), for the others: top-dose activity change, negative = cytotoxicity, hits mostly cytotoxic; 0.12% of 150,000 active;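 also: potency is read from the fitted curve at half-maximal effect; 0% = DMSO-treated cells and -100% = medium-only wells without cells; nearly all actives have a fitted effect of over 30% in size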
#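 HEK-293-SNCA-luc cells (1500/well) plated 24 h, then exposed 24 h to a dilution series; GF-AFC added 30 min at 37C, fluorescence 405/540 nm; normalised to medium-only and DMSO wells, Hill fit.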
# GPT2 inh: inhibitors of human GPT2 alanine aminotransferase | Q8TD30 | Recombinant GPT2, coupled pyruvate oxidase/HRP Amplex Red fluorescence | Potency, µM (highest dose often 57.7 µM), inactives show top-dose activity change, negative = inhibition, actives largely listed as inhibitors | 0.25% of 100,000 active; also: potency is read from the fitted curve at half-maximal effect; nearly all actives have a fitted effect of over 60% in size; many of its hits are not listed in these tables
#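 Fluorescence read-out: pyruvate from GPT2 turnover coupled to pyruvate oxidase, HRP and Amplex Red (0.2mM ThPP, 0.2U/mL PO and HRP, 50uM Amplex final). Substrates 250uM a-KG, 2mM L-alanine; enzyme 10ng/uL; 30 min RT.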
# IP6K1 inh: inhibitors of human IP6K1; Q92551; IP6K1 kinase, ADP-Glo luminescence, 2 h; stronger effect = lower value; activity change, % (series mostly up to about 58 µM); 0.81% of 140,000 active; in the data active = activity change below about -25%
# Target sequence (Q92551 whole entry, looked up): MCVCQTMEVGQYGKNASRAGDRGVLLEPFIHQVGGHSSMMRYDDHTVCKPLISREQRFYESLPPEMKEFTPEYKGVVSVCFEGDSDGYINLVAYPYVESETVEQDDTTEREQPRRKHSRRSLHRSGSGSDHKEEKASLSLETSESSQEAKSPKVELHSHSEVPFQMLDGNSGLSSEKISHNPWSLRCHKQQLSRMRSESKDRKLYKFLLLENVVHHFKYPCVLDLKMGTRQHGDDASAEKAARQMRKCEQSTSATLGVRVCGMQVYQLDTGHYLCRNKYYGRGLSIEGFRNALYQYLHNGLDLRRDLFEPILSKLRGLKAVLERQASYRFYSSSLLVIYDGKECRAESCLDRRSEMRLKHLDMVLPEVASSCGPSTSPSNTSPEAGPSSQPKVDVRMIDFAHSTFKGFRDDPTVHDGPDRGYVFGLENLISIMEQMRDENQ
#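 ADP-Glo luminescence measures ADP made by human IP6K1 during a 2 h RT reaction with ATP/IP6 (mix at 1.3 mM/130 uM); top library doses 57.5 and 19.1 uM final.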
# Luciferase inh: blocks purified firefly luciferase enzyme activity. purified P. pyralis luciferase, luminescence, biochemical. P08659. Potency, µM (titrated, usually from 115 µM), inactives show at the top dose activity change, negative = inhibition, hits mostly inhibitors. 2.5% of 76,000 active; also: potency is read from the fitted curve at half-maximal effect; nearly all actives have a fitted effect of over 65% in size
# Target sequence (P08659 whole entry, looked up): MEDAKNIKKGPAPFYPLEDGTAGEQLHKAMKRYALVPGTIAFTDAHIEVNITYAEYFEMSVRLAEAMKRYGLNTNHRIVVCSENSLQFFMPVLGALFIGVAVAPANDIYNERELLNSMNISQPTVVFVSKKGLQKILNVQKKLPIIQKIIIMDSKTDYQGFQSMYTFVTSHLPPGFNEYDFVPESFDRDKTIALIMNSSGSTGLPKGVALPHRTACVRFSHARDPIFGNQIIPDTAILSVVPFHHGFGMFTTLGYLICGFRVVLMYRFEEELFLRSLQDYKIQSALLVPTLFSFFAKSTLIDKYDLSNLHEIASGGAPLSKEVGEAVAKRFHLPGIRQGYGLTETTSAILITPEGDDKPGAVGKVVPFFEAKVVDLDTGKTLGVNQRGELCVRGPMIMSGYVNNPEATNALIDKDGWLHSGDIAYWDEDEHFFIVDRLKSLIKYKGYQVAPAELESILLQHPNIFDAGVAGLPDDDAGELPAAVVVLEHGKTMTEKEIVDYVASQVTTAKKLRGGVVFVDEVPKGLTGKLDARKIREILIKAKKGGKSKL
#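 Luminescence read by CCD imaging after purified firefly luciferase (10nM final) was added to substrate buffer holding 10uM D-luciferin and 10uM ATP, pH 7.5, pre-dosed with compound.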
# * = called active by the depositor; i = inactive; ? = inconclusive; nt = not tested or not shown; [ ] = dose if it differs, or a comment. Unless noted, calls follow the shape of the dose curve; as a rule, active = well fitted curve in the direction sought with a large enough effect; inconclusive = small, poorly fitted or top-dose-only effect, or another doubt; inactive = no such curve, though single readings can be large; an effect the other way counts as inactive or inconclusive. Unless noted, % is scaled to controls: 0 for no effect and ±100 for the full control effect. A portion of the library; rates above refer to the full screens.
SMILES,3T3 cytotox,HEK cytotox,SNCA expr inhib,SNCA viab count,GPT2 inh,IP6K1 inh,Luciferase inh
O=C(c1cccc(Cl)c1)N1CCC(C(=O)N2CCC(c3nc4ncccc4[nH]3)CC2)C1 (configuration not stated),-8.2%,3.7%,-20.3%,5.5%,i,-6.1,nt
CN(Cc1ccccc1)Cc1cn([C@H]2CO[C@H]3[C@@H]2OC[C@@H]3NC(=O)c2ccc(C(F)(F)F)cc2)nn1,-21.7%,?,0.5%,-1.0%,-2.4%,-6.2,2.6%
O=C1NC2(CCN(C(=O)C3CCCC3)CC2)COc2ccccc21,-19.3%[138 µM],-27.4%[172 µM],-11.6%[87.6 µM],-2.1%[87.6 µM],i,5.9,2.7%[172 µM]
O=C(CN1C(=O)COc2ccc(C(=O)COc3ccccc3Cl)cc21)NCC1CCCO1 (configuration not stated),3.0%,-12.8%,16.5%,-9.6%,i,19.5,-17.5%
COC1CCOC2(CCN(C(=O)Cc3cccc(F)c3)CC2)C1 (configuration not stated),-9.9%,-6.6%,-20.9%,5.0%[12.5 µM],i,14.4,-1.3%
O=C(Cc1ccccn1)N1CCN(C(=O)c2nc3cccnc3n(CCc3ccccc3)c2=O)CC1,-11.3%,-4.0%,11.4%,5.0%,i,12.3,nt
Cc1ccc(Cl)cc1NC(=O)c1oc2ccc(S(=O)(=O)N(C)C3CCCCC3)cc2c1C,nt,nt,0.8%,-1.2%,nt,-2.8,nt
C[C@@H]1CN(C(=O)c2cc(C(F)(F)F)[nH]n2)C[C@@]1(O)C1CCC1,1.3%,-6.6%,26.5%,-2.1%,i,-2.2,7.7%
CN1CCN(C(=O)CC[C@H]2CNC(=O)[C@@H]3[C@@H](CCN3Cc3ccc(C(=O)O)cc3)N2C)CC1,-1.2%,-6.8%,0.9%,-5.3%,?,-11.1,-12.9%
COc1ccc(-c2nc(C)nc3c2CN(C(=O)NC2CCCC2)CC3)cc1,-24.1%,-10.3%,-4.4%,-18.0%,-0.5%,-5.2,nt
O=C(NCc1ccccc1)N1CC(Oc2ccc(-c3nc(-c4ccccc4)no3)cc2)C1,-2.1%,?,15.7%,-23.7%,i,0.7,2.51µM*
CCOC(=O)c1cccc(NC(=O)CCn2nc(C)c3c(C)n(-c4ccccc4)nc3c2=O)c1,nt,nt,13.8%,-5.6%,nt,26.3,nt
COc1ccc(CN2CCC([C@@H]3CNC[C@H]3CO)CC2)c(OC)c1,4.7%,1.5%,-36.3%,1.0%[12.5 µM],-12.9%,-3.7,-10.3%
O=C1CCN(Cc2ccncc2)CCCC(C(=O)NC2CCN(Cc3ccccc3)CC2)CCN1 (configuration not stated),-0.6%,2.8%,-5.3%,-2.1%,i,5.0,11.5%
Cc1cccn2c(CC(=O)N3CCn4nc(CO)cc4C3)cnc12,-1.7%,0.1%,-12.0%,11.4%,3.5%,-18.4,6.5%
O=C(CCn1nnc2ccccc21)N1CCC2(CC1)[C@H](O)C[C@@H]2OCCO,4.7%,-2.1%,4.2%,2.2%,?,-10.7,4.8%
CCc1ccc(Nc2nc3c(S(=O)(=O)c4ccc(C)cc4)nnn3c3ccsc23)cc1,nt,nt,-28.6%,-2.7%,nt,-1.2,nt
Nc1ncnc2c1C(=O)N(c1ccc(C3CCC(CC(=O)O)CC3)cc1)CCO2 (configuration not stated),nt,nt,nt,9.2%,i,-9.4,nt
CCCCN(CC)CCNC(=O)Cn1c(=O)c2cccn2c2cccnc21,nt,nt,-15.9%,-0.5%,nt,-4.9,nt
CC(Oc1cccc(Cl)c1)C(=O)Nc1ccc2c(N3CCOCC3)ncnc2c1 (configuration not stated),?,44.7µM*,-14.4%,-5.0%,?,7.1,7.8%
Cc1nonc1CC(=O)N1CCCC(CNS(=O)(=O)c2cccs2)C1 (configuration not stated),-3.0%,-11.1%,-1.4%,-14.8%,2.9%,7.1,-2.9%
CCc1ccc(NC(=O)c2c(OC)cc(=O)n3c2CCCC3)cc1,-12.1%,2.4%,47.4%[activator],24.8%,i,4.3,-19.6%
COc1ccc(CNC(=O)c2cc3cccc4c3n2CC(C)S4)c(OC)c1 (configuration not stated),nt,nt,?,-3.4%,nt,7.2,nt
COc1ccc(S(=O)(=O)N2CCC3(CC2)CC(N(C)Cc2ccccc2)CCO3)cc1 (configuration not stated),?,?,-23.6%,-9.3%,i,-17.4,0.0%
O=C(NCCCc1ccccc1)C1CCCCN1Cc1ccc(-c2ccsc2)cc1 (configuration not stated),35.5µM*,?,-22.7%,-0.1%,-25.2%,-2.9,nt
Cc1ccn2c(Nc3ccccc3C)c(-c3ccccn3)nc2c1,nt,nt,?,?,nt,25.0,nt
O=C1CCC2(CCN1)CCN(S(=O)(=O)c1ccccc1F)CC2,-0.1%,-10.1%,8.7%,-9.6%,1.3%,20.6,1.6%
COc1ccccc1C(=O)N1CCCCCC1c1nc(C2CC2)no1 (configuration not stated),-24.6%,?,3.1%,-12.0%,-4.7%,2.0,nt
COc1ccc(S(=O)(=O)N2C[C@@H]3C[C@H](C2)c2c(-c4ccc(OC(F)(F)F)cc4)ccc(=O)n2C3)cc1,-2.2%,i,-20.9%,-1.8%,2.6%,-2.0,-2.4%
NC(=O)CSc1nc2ccc(NC(=O)COc3ccccc3)cc2s1,nt,nt,105.0%[activator],-9.8%,nt,6.7,nt

# One compound at a time (already shown). Order of screens: 3T3 cytotox, HEK cytotox, SNCA expr inhib, SNCA viab count, GPT2 inh, IP6K1 inh, Luciferase inh
# O=C(NCCCc1ccccc1)C1CCCCN1Cc1ccc(-c2ccsc2)cc1 (configuration not stated) in the list: 35.5µM*, ?, -22.7%, -0.1%, -25.2%, -2.9, nt
# COc1ccc(CNC(=O)c2cc3cccc4c3n2CC(C)S4)c(OC)c1 (configuration not stated) in the list: nt, nt, ?, -3.4%, nt, 7.2, nt
# COc1ccc(S(=O)(=O)N2C[C@@H]3C[C@H](C2)c2c(-c4ccc(OC(F)(F)F)cc4)ccc(=O)n2C3)cc1 in the list: -2.2%, i, -20.9%, -1.8%, 2.6%, -2.0, -2.4%

# (next part)
SMILES,3T3 cytotox,HEK cytotox,SNCA expr inhib,SNCA viab count,GPT2 inh,IP6K1 inh,Luciferase inh
CCOc1ccccc1NC(=O)CC1C(=O)NCCN1C(=O)c1ccc(F)cc1 (configuration not stated),nt,nt,3.4%,0.0%,nt,-3.1,nt
CCc1ccc(-n2nc(C)c3c(C)cc(=O)n(CC(=O)Nc4ccc(C)c(F)c4)c32)cc1,nt,nt,32.1%,3.4%,nt,33.8,nt
CCN(CC1CCOCC1)C(=O)Cc1cnc2c(C)cccn12,-22.5%,?,-4.1%,-9.4%,-28.6%,-8.2,0.1%
COc1ccc2nc(C[C@@H]3C[C@@H](C(C)C)[C@H](CNC(=O)CCCC(=O)O)C=C3C)[nH]c2c1,2.8%,0.0%,19.3%,4.1%,-12.4%,0.6,5.1%
CC(C)CN[C@H]1[C@H](O)[C@H](O)C[C@@H]1c1ccc(N2CCOCC2)nc1,-21.0%[138 µM],-22.0%[172 µM],35.2%[activator][87.6 µM],7.5%[87.6 µM],4.8%[88.5 µM],2.6,-13.1%[172 µM]
Cc1ccc2nc(N(Cc3cccnc3)C(=O)CCOc3ccccc3)sc2c1,nt,nt,53.2%[activator],-3.5%,nt,-12.2,nt
Cc1ccc(Nc2c(-c3ccncc3)nc3ccc(C)cn23)cc1,nt,nt,25.0%,-1.2%,nt,4.2,nt
CC(NC(=O)c1coc(COc2ccc(F)cc2Cl)n1)c1cnn(C)c1 (configuration not stated),?,-21.4%,-14.1%,10.7%,-13.1%,1.7,-7.1%
COc1ccc(-c2cc3c(=O)n(CCNC(=O)c4c(F)cccc4Cl)ccn3n2)cc1,-15.0%,?,105.5%[activator],-8.5%,i,1.2,3.16µM*
CCOC(=O)c1cccc(NC(=O)Cn2cnc3nc4c(cc3c2=O)CCCC4)c1,nt,nt,-2.9%,-10.9%,nt,4.9,nt
COc1cccc(N2CCN(C(=O)c3cc4c(=O)n(Cc5ccccc5)ccc4nc3C)CC2)c1,nt,nt,-22.6%,-16.7%,nt,-1.9,nt
O=C(C1CCC(CNS(=O)(=O)c2ccc(Br)s2)CC1)N1CCN(c2ccc(F)cc2)CC1 (configuration not stated),nt,nt,-14.2%,3.4%,nt,18.2,nt
Cc1ccc(-c2nocc2CCC(=O)NCC2CCCO2)cc1 (configuration not stated),i,11.0%,?,3.0%,-4.3%,20.3,-24.3%
CC1CCC2(NC1)OC1CC3C4CC=C5CC(O[C@@H]6O[C@H](CO)[C@@H](O[C@@H]7O[C@@H](C)[C@H](O)[C@@H](O)[C@H]7O)[C@H](O)[C@H]6O[C@@H]6O[C@@H](C)[C@H](O)[C@@H](O)[C@H]6O)CCC5(C)C4CCC3(C)C1C2C (some centres not stated),nt,nt,nt,?,i,16.5,nt
COCCNC(=O)c1[nH]c2cc(C)ccc2c1Sc1ccc(Cl)cc1,nt,nt,14.7%,5.9%,nt,5.7,nt
COc1ccc(C(=O)Nc2nnc(S(=O)(=O)N(CC(C)C)c3ccccc3)s2)cc1,nt,nt,16.1%,2.2%,nt,-3.4,nt
COc1ccccc1OCCNC(=O)C1CCN(C(=O)N2CC3CC(C2)[C@H]2CCCC(=O)N2C3)CC1 (some centres not stated),i,-0.8%,-5.0%,6.1%,-4.0%,10.8,-7.7%
O=C(c1ccccc1-c1ccccc1F)N(Cc1cccnc1)C1CC1,-21.5%,?,-7.6%,-14.9%,i,22.4,-0.5%
CC(=O)N1CCC(C(=O)N2CCN(Cc3ccccc3)CC(O)C2)CC1 (configuration not stated),-15.3%,-4.5%,-16.6%,-21.0%,-6.0%,16.8,2.7%
O=C(NCCOc1cccnc1)c1cn(Cc2cccc(C(F)(F)F)c2)nn1,?,28.2µM*,25.8%,-0.9%,-10.5%,11.4,9.3%

# Next section, overlapping the part above by 2 compounds.
SMILES,3T3 cytotox,HEK cytotox,SNCA expr inhib,SNCA viab count,GPT2 inh,IP6K1 inh,Luciferase inh
CC(=O)N1CCC(C(=O)N2CCN(Cc3ccccc3)CC(O)C2)CC1 (configuration not stated),-15.3%,-4.5%,-16.6%,-21.0%,-6.0%,16.8,2.7%
O=C(NCCOc1cccnc1)c1cn(Cc2cccc(C(F)(F)F)c2)nn1,?,28.2µM*,25.8%,-0.9%,-10.5%,11.4,9.3%
Nc1ncnc2c1ncn2[C@@H]1O[C@H](CO)C[C@H]1O,nt,nt,nt,-34.1%,i,39.2,nt
COc1ccc(Cn2c(=O)c3oc4ccccc4c3n(Cc3ccccc3)c2=O)cc1,nt,nt,-18.7%,?,nt,-3.0,nt
Cc1ccc(-c2[nH]ncc2CN)cc1,2.6%,3.3%,38.4%[activator],-3.5%,-9.0%,5.2,5.6%
O=C(CCC1CCN(Cc2cc3ccccc3o2)CC1)NC1CCN(Cc2ccccc2)C1 (configuration not stated),?,?,9.6%,-0.2%,3.2%,9.0,-10.3%
COc1ccc2c(c1)CN(CC=C(C)C)C(=O)CCN2CC(O)Cc1ccccc1 (configuration not stated),?,?,nt,nt,nt,-15.5,nt
CCOc1ccc(NC(=O)C2CCCN(c3nn4cc(-c5ccc(OC)cc5)nc4s3)C2)cc1 (configuration not stated),nt,nt,23.2%,-8.2%,nt,25.0,nt
